Vif-A3F inh – inhibitors of Vif-A3F interaction; HeLa A3F-eYFP + Vif (tagged APOBEC3F with the HIV-1 protein that degrades it), YFP fluorescence increase; Potency, µM (doses to about 46.1 µM), for the others: at the top dose activity, negative = active; 390,000 compounds, 0.2% hits; AID 602313; further: % of control where 0% means no effect; nearly all actives have a fitted effect of over 65% in size
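HeLa cells stably expressing Vif plus C-terminally eYFP-tagged A3F were seeded, incubated overnight at 37 deg C, dosed with compound, incubated overnight again at 37 deg C. Yellow fluorescence (Ex 488/Em 500-530) reported blocked Vif-mediated A3F-eYFP degradation.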
IDH1 R132H inh – blocks human mutant IDH1 R132H enzyme; 390,000 compounds, 0.093% hits; IDH1-R132H enzyme, NADPH consumption, diaphorase/resazurin fluorescence; AID 602179; Potency, µM (series often up to 76.6 µM), inactives show at the top dose activity change, negative = inhibition, usual class: inhibitors; further: on the % scale 0 is the no-effect control and ±100 the full control effect; nearly all actives have a fitted effect of over 65% in size
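IDH1-R132H (0.5 ug/mL dispensed) in pH 7.5 Tris buffer was preincubated 30 min with compound, then given a substrate mix of 0.016 mM NADPH and 2 mM alpha-KG for 80 min at room temperature; remaining NADPH was read by diaphorase/resazurin fluorescence.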
USP1 inh – blocks the human USP1/UAF1 deubiquitinase complex; recombinant USP1/UAF1, Ub-Rhodamine cleavage fluorescence; 390,000 compounds, 0.23% hits; Potency, µM (highest dose often 57.1 µM), for inactives: top-dose activity change, negative = inhibition, most hits filed as inhibitors; O94782; further: on the % scale 0 is the no-effect control and ±100 the full control effect; nearly all actives have a fitted effect of over 60% in size; inactives centre near -12
Target sequence (O94782 whole entry, looked up): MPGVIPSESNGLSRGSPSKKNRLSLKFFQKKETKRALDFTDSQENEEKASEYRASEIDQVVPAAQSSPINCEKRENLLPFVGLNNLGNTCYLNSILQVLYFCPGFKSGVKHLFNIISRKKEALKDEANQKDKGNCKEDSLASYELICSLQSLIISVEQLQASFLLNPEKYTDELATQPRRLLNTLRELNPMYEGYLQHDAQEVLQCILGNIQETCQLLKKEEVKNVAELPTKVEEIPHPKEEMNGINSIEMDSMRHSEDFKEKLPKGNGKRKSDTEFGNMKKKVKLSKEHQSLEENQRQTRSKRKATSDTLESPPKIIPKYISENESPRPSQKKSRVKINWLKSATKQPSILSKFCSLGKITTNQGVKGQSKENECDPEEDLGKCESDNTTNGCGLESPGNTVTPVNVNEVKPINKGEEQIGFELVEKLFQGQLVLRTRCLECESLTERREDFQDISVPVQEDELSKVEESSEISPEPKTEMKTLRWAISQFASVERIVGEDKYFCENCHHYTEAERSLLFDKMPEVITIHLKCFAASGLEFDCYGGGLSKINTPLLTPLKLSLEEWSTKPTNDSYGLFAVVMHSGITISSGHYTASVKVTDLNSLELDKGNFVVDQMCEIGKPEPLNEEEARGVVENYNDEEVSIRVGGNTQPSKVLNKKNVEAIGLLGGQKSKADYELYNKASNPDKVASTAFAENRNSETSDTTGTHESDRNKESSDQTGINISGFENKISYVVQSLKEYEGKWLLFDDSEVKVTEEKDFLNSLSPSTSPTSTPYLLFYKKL
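USP1/UAF1 complex at 1 nM was preincubated with compound for 15 min at room temperature, then Ub-Rho substrate (150nM final) was added. Fluorescence (480/540 nm) was read kinetically, 6 reads every 60 seconds.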
TrxR1 inh – rat TrxR1 inhibition; O89049; 390,000 compounds, 1% hits; recombinant rTrxR1, NADPH fluorescence consumption, selenite substrate; Potency, µM (series often up to 114 µM), for inactives: top-dose activity change, negative = inhibition, hits mostly inhibitors; AID 588453; further: on the % scale 0 is the no-effect control and ±100 the full control effect; nearly all actives have a fitted effect of over 65% in size
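Rat TrxR1 (90 nM in the dispensed reagent) was pre-reduced with 400 uM NADPH for 5 min at room temperature, then incubated with compound for 15 min. After 400 uM selenite was added, NADPH fluorescence (Ex 340/Em 450 nm) was followed for 8 min.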
Vif-APOBEC3G blk – inhibitors of Vif-APOBEC3G interaction; AID 602310; 410,000 compounds, 0.076% hits; Q9HC16; HeLa A3G-eYFP + Vif (tagged APOBEC3G with the HIV-1 protein that degrades it), YFP fluorescence, overnight; Potency, µM (highest dose often 46.1 µM), without a hit: at the highest dose activity, negative = active, usual class: inhibitors;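 further: on the % scale 0 is the no-effect control and ±100 the full control effect; nearly all actives have a fitted effect of over 60% in size; hits raise eYFP signal because A3G escapes Vif-driven loss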
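Read-out is eYFP fluorescence (Ex 488/Em 500-530) from Vif-expressing HeLa A3G-eYFP cells; more signal means A3G escaped Vif-mediated degradation. Cells plated overnight, compound pinned in, incubated overnight at 37 deg C.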
12-LOX inh – inhibitors of human 12S-lipoxygenase ALOX12; purified 12hLO, xylenol orange hydroperoxide absorbance; Potency, µM (series often up to 108 µM), inactives show top-dose activity change, negative = inhibition, actives largely listed as inhibitors; 580,000 compounds, 1.1% hits; AID 1671190; further: on the % scale 0 is the no-effect control and ±100 the full control effect
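Hydroperoxide product was detected by ferrous iron/xylenol orange as the 573 to 405 nm absorbance ratio. Arachidonic acid at 40 uM (final) was turned over for 30 min at room temperature by 150 nM human 12hLO, pH 7.0 Hepes buffer, after 15 min compound preincubation.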
TrxR1 substrate – rat thioredoxin reductase 1 substrate activity. purified TrxR1 substrate turnover, NADPH consumption readout. Potency, µM (top dose mostly 114 µM), inactives show at the top dose activity change, negative = substrate turnover. 390,000 compounds, 0.01% hits. AID 588456; further: on the % scale 0 is the no-effect control and ±100 the full control effect; nearly all actives have a fitted effect of over 50% in size
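Rat TrxR1, dispensed at 90 nM, was prereduced with 400 uM NADPH (final) for 5 min at ~22 deg C, then incubated with compound 15 min before 400 uM selenite. A first-read NADPH fluorescence drop versus no-compound background flagged substrates.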
RXFP1 agonist – agonists of human relaxin receptor RXFP1; Q9HBX9; HEK293T-RXFP1 cAMP TR-FRET, 30 min; response scale: percent of porcine relaxin response, buffer zero; Potency, µM (doses to about 57.5 µM), for inactives: at the highest dose activation, actives largely listed as activators; 370,000 compounds, 0.3% hits; AID 2676; further: on the % scale 0 is the no-effect control and ±100 the full control effect; nearly all actives have a fitted effect of over 60% in size; many of its hits are not listed in these tables
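HEK293T cells stably expressing RXFP1 were pretreated with the PDE4 inhibitor Ro 20174, exposed to compounds for 30 min at 37C, lysed, and cAMP was read by TR-FRET. Data normalized to buffer (basal) and 29 nM porcine relaxin (100%).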
RGS4 inhibitor – human RGS4 inhibition; P49798; Transcreener GDP fluorescence polarization, RGS4-accelerated GTP hydrolysis; Potency, µM (highest dose often 114 µM), inactives show at the highest dose activity change, negative = inhibition, usual class: inhibitors; 390,000 compounds, 0.039% hits; AID 504845; further: on the % scale 0 is the no-effect control and ±100 the full control effect; nearly all actives have a fitted effect of over 75% in size; some results filed as inactive show a strong effect at the top dose
Target sequence (P49798 whole entry, looked up): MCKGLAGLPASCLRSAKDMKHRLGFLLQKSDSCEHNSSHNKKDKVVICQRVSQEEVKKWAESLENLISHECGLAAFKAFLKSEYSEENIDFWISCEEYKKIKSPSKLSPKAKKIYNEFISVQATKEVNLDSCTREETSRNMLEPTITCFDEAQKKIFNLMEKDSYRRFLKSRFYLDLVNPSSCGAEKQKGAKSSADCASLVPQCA
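MLSMR compounds (23 nl, pin-transferred) preincubated 10 min at room temperature with a 500nM (2x) first reagent, then RGS4 at 900nM (2x) plus Transcreener GDP mix added; fluorescence polarization (620/688 nm) read before and after 90 min at 30 °C.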
Numbers without * were called inactive; i = inactive; ? = inconclusive; . = no result given; & = joins results of further samples; [ ] = remark or other dose. The call rests on the fitted dose curve; in most records, active means well fitted curve in the direction sought with a large enough effect; inconclusive means small, poorly fitted or top-dose-only effect, or another doubt; inactive means no such curve, though single readings can be large; an effect the other way counts as inactive or inconclusive. Potency means the concentration at half of the fitted maximal effect. This is a subset; count on the stated rates, not on these rows.

item	canonical_smiles	Vif-A3F inh	IDH1 R132H inh	USP1 inh	TrxR1 inh	Vif-APOBEC3G blk	12-LOX inh	TrxR1 substrate	RXFP1 agonist	RGS4 inhibitor
1	O=C(NNC(=S)Nc1cccc(C(F)(F)F)c1)c1ccccc1Cl	-17%	6%	-10%	-10%	-7%	?	3%	1.1%	-30%
2	Cc1ccc(C(=O)Nc2ccccc2C(=O)NCc2ccccc2)cc1	2%	8%	-13%	13%	-5%	.	36%[activator]	-1.2%	2%
3	CCOc1ccc(-c2cc(OC(=O)c3ccc(F)cc3)c3c(C)oc(C)c3c(=O)c2)cc1	-3%	-7%	-16%	?	1%	3%	2%	-1.6%	-23%
4	Cc1ccc(N2C(=O)/C(=C/c3cccnc3)SC2=S)cc1	4%	0%	-12%	-5%[57.1 µM]	2%	3%	0%[57.1 µM]	-2.0%	-7%
5	COc1ccc(CN2C(=O)C(CC(=O)NCC3CCCCC3)CC(C(=O)N(C(C)C)C(C)C)=C2C)cc1 (stereo not given)	-3%	8%	-26%	.	-3%	-9%	.	.	.
6	N#Cc1c(F)cccc1NCc1cccnc1	7%	4%	-19%	-5%[57.1 µM]	0%	i	14%[57.1 µM]	-2.5%	17%
7	CCCn1c(=O)c2[nH]c(C3CCCC3)nc2n(CCC)c1=O	-3%	23%	-9%	-8%[57.1 µM]	-1%	-12%&20%&0%	-3%[57.1 µM]	0.1%	0%[56.9 µM]
8	CCOC(=O)Nc1ccc(OC(=O)Oc2ccc(NC(=O)OCC)cc2)cc1	-24%	4%	-17%	-1%	-1%	-13%	-2%	.	-44%
9	CCOc1ccccc1NC(=O)COC(=O)c1cccc(-c2ccc(OC(C)=O)cc2)c1	-6%	3%	-14%	18%	-7%	-13%	1%	0.7%	7%
10	CC(=NCc1ccccc1)c1ccccc1O	-6%	10%	-22%	.	0%	12%	.	.	.
11	CCOC(=O)/C(=N/Nc1ccccc1)Sc1nnc(CCc2ccccc2)n1-c1ccccc1	-18%	-5%	4%	4%[57.1 µM]	-3%	-12%	-8%	-1.1%	-17%
12	CC(C(=O)Nc1ncc2c(n1)CC(C)(C)CC2=O)N1C(=O)c2ccccc2C1=O (stereo not given)	1%	2%	-3%	-2%	1%	9%	-2%	0.7%	19%
13	CCCCC1OC23CCCCC2C(C#N)(C#N)C1(C#N)C(=N)O3 (stereo not given)	-17%	1%	-13%	-27%	0%	-7%	126%[activator]	2.9%	-13%
14	O=C(CSc1nc2ccccc2o1)Nc1nc(-c2ccccc2)c(-c2ccccc2)s1	-1%	7%	-15%	0%[11.4 µM]	-5%	1%	-7%[11.4 µM]	-3.0%	3%
15	COc1cc(C2CC(=O)Nc3n[nH]c(-c4ccccc4)c32)cc(OC)c1OC (stereo not given)	-15%	1%	-15%	6%	?	.	-2%	0.0%	-6%
16	CCCCCCCCCCCCN1[C@@H](CC(=O)OC)c2cc(F)cc(F)c2S1(=O)=O	3%	10%	?	28%[57.1 µM]	7%	-7%	13%[57.1 µM]	.	4%
17	N#C/C(=C\c1coc2ccc(O)cc2c1=O)C(=O)Nc1nc2ccccc2s1	?	?	25µM*	14µM*	?	11µM*	-3%	5.3%	?
18	CCc1nn(C(CC)C(=O)NCCCN2CC(C)CC(C)C2)c(=O)c2cc3oc(C)cc3n12 (stereo not given)	0%	6%	-10%	6%	1%	-19%	-1%	1.4%	2%[56.9 µM]
19	NS(=O)(=O)c1ccc(NC(=O)c2ccc(CNS(=O)(=O)c3cc(C(F)(F)F)ccc3Cl)cc2)cc1	1%	-9%	-13%	7%	-1%	0%	-6%	-2.0%	-5%
20	O=C(COC(=O)[C@@H]1CC(O)CN1S(=O)(=O)c1ccccc1[N+](=O)[O-])c1ccccc1 (stereo not given in full)	-3%	0%	-15%	10%	-5%	-8%	6%	0.8%	-8%

5 entries from above, with values under each structure.
The line under a structure holds: Vif-A3F inh | IDH1 R132H inh | USP1 inh | TrxR1 inh | Vif-APOBEC3G blk | 12-LOX inh | TrxR1 substrate | RXFP1 agonist | RGS4 inhibitor
19. NS(=O)(=O)c1ccc(NC(=O)c2ccc(CNS(=O)(=O)c3cc(C(F)(F)F)ccc3Cl)cc2)cc1
 : 1% | -9% | -13% | 7% | -1% | 0% | -6% | -2.0% | -5%
9. CCOc1ccccc1NC(=O)COC(=O)c1cccc(-c2ccc(OC(C)=O)cc2)c1
 : -6% | 3% | -14% | 18% | -7% | -13% | 1% | 0.7% | 7%
11. CCOC(=O)/C(=N/Nc1ccccc1)Sc1nnc(CCc2ccccc2)n1-c1ccccc1
 : -18% | -5% | 4% | 4%[57.1 µM] | -3% | -12% | -8% | -1.1% | -17%
15. COc1cc(C2CC(=O)Nc3n[nH]c(-c4ccccc4)c32)cc(OC)c1OC (stereo not given)
 : -15% | 1% | -15% | 6% | ? | . | -2% | 0.0% | -6%
14. O=C(CSc1nc2ccccc2o1)Nc1nc(-c2ccccc2)c(-c2ccccc2)s1
 : -1% | 7% | -15% | 0%[11.4 µM] | -5% | 1% | -7%[11.4 µM] | -3.0% | 3%

Along the list, quoted from above:
Vif-A3F inh, nos. 8 to 15: -24%, -6%, -6%, -18%, 1%, -17%, -1%, -15%
TrxR1 inh, nos. 8 to 15: -1%, 18%, ., 4%[57.1 µM], -2%, -27%, 0%[11.4 µM], 6%

Additional compounds
item	canonical_smiles	Vif-A3F inh	IDH1 R132H inh	USP1 inh	TrxR1 inh	Vif-APOBEC3G blk	12-LOX inh	TrxR1 substrate	RXFP1 agonist	RGS4 inhibitor
21	COc1ccc(CNCCC(c2ccccc2)c2ccc(OC(C)C)cc2)cc1OC (stereo not given)	8%	-10%	-11%	16%[57.1 µM]	2%	-26%	9%[57.1 µM]	0.2%	-9%
22	COc1ccccc1CNS(=O)(=O)c1c(C(=O)N2CCCCCC2)c(C)n(C)c1C	2%	-8%	-21%	25%	0%	8%	8%	1.2%	27%[11.4 µM]
23	CC(C)(C)NC(=O)c1ccc2c(c1)C1C3CCC(C3)C1C(c1ccccc1)N2 (stereo not given)	-6%	0%	-24%	0%	2%	-3%	0%	0.1%	-17%
24	Fc1ccc(-c2nnc3n2CCCCC3)cc1	9%	6%	-15%	21%[57.1 µM]	2%	4%	-18%[57.1 µM]	-0.4%	-14%
25	Cc1ccccc1NC(=O)c1ccc(-c2ccc(Cl)cc2Cl)o1	3%	3%	-25%	25%[57.1 µM]	-5%	-13%	14%[57.1 µM]	-0.9%	31%
26	O=S(=O)(NN=Cc1ccc(O)cc1O)c1cc(Cl)c(Cl)cc1Cl	16%	-1%	-3%	-4%[11.4 µM]	-8%	?	0%[11.4 µM]	.	-5%
27	CCN(CC)CCCN(Cc1cc2cc(OC)c(OC)cc2[nH]c1=O)C(=O)Nc1ccccc1	0%	1%	-7%	-1%	-1%	0%	26%	-1.1%	-31%
28	O=C(Nc1ccc2c(c1)OCO2)C1CCN(C(=O)c2ccc([N+](=O)[O-])cc2)CC1	-7%	9%	-18%	20%	2%	-11%	6%	3.9%	-19%
29	N/C(CSc1ccc(Cl)cc1)=N\NC(=O)c1ccncc1	-5%	22%	-3%	13%[11.4 µM]	3%	?	4%[57.1 µM]	1.2%	16%
30	COc1ccccc1C(C)NCC(=O)Nc1ccccc1C(F)(F)F (stereo not given)	-9%	1%	-22%	-5%	-2%	-5%	-9%	1.3%	-8%
31	COc1ccc(Cc2nc3c([nH]2)c(=O)n(C)c(=O)n3C)cc1OC	-2%	6%	-3%	-31%	2%	-20%	-6%	.	1%
32	Cc1cccc(C(=O)NCC(=O)OCC(=O)NC2CCCCCCC2)c1	2%	0%	-15%	-9%	1%	.	-4%	-0.9%	-18%
33	Cc1ccc(C)c(NC(=O)/C(C#N)=C/c2ccc[nH]2)c1	-9%	-12%	-30%	17%	-25%	-11%	3%	-2.5%	1%
34	COc1ccc(OCC(Cn2cnc3ccccc32)OC(C)=O)cc1 (stereo not given)	-15%	6%	3%	35%[57.1 µM]	-1%	-17%	10%[57.1 µM]	0.0%	-13%
35	CCc1cccc(CC)c1NC(=O)C(CC)n1nc(C)n2c(cc3cc(C)ccc32)c1=O (stereo not given)	4%	20%	-26%	11%	4%	0%	16%	26%	-4%
36	O=C1c2ccccc2NC(c2ccccn2)N1c1ccc(Cl)cc1 (stereo not given)	1%	7%	-10%	-11%	3%	?	43%[activator]	2.4%	-14%
37	CC(C)CNc1nc2c(c(=O)n(C)c(=O)n2C)n1Cc1cccc(Br)c1	0%	6%	1%	25%[57.1 µM]	-3%	-11%&12%	-14%	0.6%	-48%
38	COc1ccc(/C=C/C(=O)OCC(=O)Nc2cccc(C(C)=O)c2)cc1	-5%	-4%	-19%	-13%	-1%	16%	-14%	1.5%	15%
39	O=C(NC1CCCCC1)c1cc(Cl)nc2ccccc12	-23%	-4%	-13%	8%[57.1 µM]	-2%	-20%	8%[57.1 µM]	0.0%	-2%
40	CNC(=S)N1CCN(CCNC2=CC(=O)CC(C)(C)C2)CC1	9%	-1%	-11%	26%	0%	-5%	0%	0.7%	-19%
41	CCOC(=O)CS(=O)(=O)CC(=O)Nc1ccc([N+](=O)[O-])cc1OC	-4%	7%	-15%	17%[57.1 µM]	0%	-15%	-17%[57.1 µM]	0.9%	-4%
